OPRM1-OPRD1 inv = inverse agonists of MOR-DOR heterodimerization, primary screen, cell-based, luminescence; Mu-type opioid receptor (Homo sapiens) + Delta-type opioid receptor (Homo sapiens), …; cell-based MOR-DOR heterodimer luminescence, inverse agonism; inhibition, % at 9.3 µM; 340,000 compounds, 0.21% hits; in the data active = inhibition above about 22%, passing the limit was not always enough;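 note: 0% = cells with DMSO and 100% = wells without cells with DMSO; values of inactives mirror those of a sister screen read the other way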
Tat transport = E. coli Tat export inhibitors, primary screen, MC4100, TorA-mCherry reporter, fluorescence, single point | inhibition, % at 10 µM | 340,000 compounds, 0.036% hits;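 active = mean replicate inhibition at least 50% and at least half of replicates individually reaching 50%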;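 note: exported cargo escapes ClpAP degradation while cytoplasmic cargo is degraded and loses fluorescence; 0% = median of neutral control wells and 100% = median of NaSCN control wells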
MOR-DOR ag = agonists of OPRM1-OPRD1 heterodimerization, primary screen, cell-based, luminescence. Mu-type opioid receptor (Homo sapiens) + Delta-type opioid receptor (Homo sapiens), …. cells. activation, % at 9.3 µM. 340,000 compounds, 0.3% hits; in the data active = activation above about 18%;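 note: 0% = vehicle-treated cells and 100% = reference agonist; values of inactives mirror those of a sister screen read the other way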
AddAB inh = growth inhibition of E. coli expressing H. pylori AddAB, primary screen, AddAB inhibitor project, absorbance; 330,000 compounds, 0.29% hits; inhibition, % at 11.9 µM; AID 435030, 2010; in the data active = inhibition above about 12%;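 note: 0% = vehicle wells of infected cells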
SUMO Mot1 rescue = yeast Mot1-301 growth rescue at high temperature, primary screen, SUMOylation pathway inhibitor project, S. cerevisiae, ATP luminescence, 38.5C; 320,000 compounds, 1% hits; growth rescue, % at 18.8 µM; S. cerevisiae Mot1-301 growth rescue; percent above DMSO median, 100 means doubled; AID 2716, 2010;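 active = every valid replicate shows activation above 250% relative to neutral control wells; inactive = the rest, any valid replicate at or below 250%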;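 note: OY570 slx delta 5 strain wells were the positive control but not used for scaling; some compounds called inactive have numbers as strong as hits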
PKA-R1A act = activators of PKA-R1A holoenzyme, primary screen, biochemical, fluorescence polarization, Cy5-IP20, bovine R1A, mouse PKAc. AID 504707, 2011. cAMP-dependent protein kinase type I-alpha regulatory subunit (Bos taurus) + …. PKA-R1A dissociation; scaled: DMSO 0%, 113 µM cGMP 100%. activation, % at 11.4 µM. 340,000 compounds, 0.083% hits;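 active = percent activation above the mean of all tested compounds plus 3 SD, cut at about 19% in these data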;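 note: higher means more PKAc released from R1A so a rise in polarization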
PfHsp90 set2 = growth inhibition of PfHsp90-expressing yeast, primary screen, antimalarial PfHsp90 inhibitor project, S. cerevisiae, BacTiter-Glo luminescence, single point, set 2; 310,000 compounds, 0.32% hits; AID 504621, 2011; inhibition, % at 9.4 µM; BacTiter-Glo ATP, 48 h; yeast lacking PDR1 and PDR3 efflux regulators;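 active = every replicate shows inhibition above about 80%, whatever the replicate mean, limit read from the data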;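 note: 0% = DMSO neutral controls and 100% = 20 µM radicicol positive controls; yeast relying on Plasmodium falciparum Hsp90 in place of its own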
HTR5A inv ctr = HTR5A inverse agonists in luminescence cell assay, primary screen, counter-screen for OPRM1-OPRD1 heterodimer inverse agonist project, full-deck HTS; 340,000 compounds, 0.083% hits; HTR5A cell line, inverse agonism; inhibition, % at 9.3 µM; 5-hydroxytryptamine receptor 5A (Homo sapiens), P47898; in the data active = inhibition mostly above about 23%, no sharp cut-off; inactive = mostly below about 18%;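 note: 0% = cells with DMSO and 100% = no-cell wells with DMSO; some compounds called inactive have numbers as strong as hits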
Target sequence (P47898 whole entry, looked up): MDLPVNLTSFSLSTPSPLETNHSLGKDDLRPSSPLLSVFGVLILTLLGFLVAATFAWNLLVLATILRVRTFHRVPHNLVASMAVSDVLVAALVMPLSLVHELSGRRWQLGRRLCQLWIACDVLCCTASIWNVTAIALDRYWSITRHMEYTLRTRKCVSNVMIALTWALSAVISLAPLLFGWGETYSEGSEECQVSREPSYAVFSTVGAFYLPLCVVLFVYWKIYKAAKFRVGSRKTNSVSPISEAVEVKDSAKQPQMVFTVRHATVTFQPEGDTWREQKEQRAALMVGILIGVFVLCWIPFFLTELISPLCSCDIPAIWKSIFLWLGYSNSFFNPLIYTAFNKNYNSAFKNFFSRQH
phage Ecoli inh = growth loss of phage-infected E. coli, primary screen, RecBCD inhibitor project, absorbance, with phage, HTS; 360,000 compounds, 0.26% hits; inhibition, % at 11.9 µM; AID 651602, 2012; in the data active = inhibition above about 11%
PKA-R2B activ = activators of PKA-R2B holoenzyme, primary screen, biochemical, fluorescence polarization, Cy5-IP20, human | cAMP-dependent protein kinase catalytic subunit beta (Homo sapiens) + cAMP-dependent … | PKA-R2B holoenzyme dissociation; R2B truncated from residue 108, S112A mutant; 0% DMSO only, 100% 113 µM cGMP | activation, % at 11.4 µM | 340,000 compounds, 0.079% hits | AID 504700, 2011;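 active = activation above a cutoff set at the mean over all compounds plus 3 SD, cut at about 18% in these data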;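 note: higher means more holoenzyme dissociation and a rise in polarization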
Target sequence (P31323 whole entry, looked up, other chains not shown, the tested form may be a part): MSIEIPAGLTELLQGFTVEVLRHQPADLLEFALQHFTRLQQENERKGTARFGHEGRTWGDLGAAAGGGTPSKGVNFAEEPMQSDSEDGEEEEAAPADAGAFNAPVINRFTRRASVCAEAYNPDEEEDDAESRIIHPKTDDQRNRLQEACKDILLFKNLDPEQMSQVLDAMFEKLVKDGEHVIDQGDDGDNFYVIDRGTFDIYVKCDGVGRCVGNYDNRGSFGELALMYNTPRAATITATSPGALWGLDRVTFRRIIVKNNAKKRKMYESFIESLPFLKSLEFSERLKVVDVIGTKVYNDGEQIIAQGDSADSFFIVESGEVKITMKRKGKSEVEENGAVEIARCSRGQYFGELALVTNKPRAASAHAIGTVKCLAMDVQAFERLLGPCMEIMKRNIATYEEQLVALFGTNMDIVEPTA
E coli growth = E. coli V3065 growth inhibition, primary screen, counter-screen for AddAB inhibitor project, absorbance, OD600; 330,000 compounds, 0.27% hits; 18 h; inhibition, % at 11.9 µM; AID 449728, 2010;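 active = inhibition above the campaign's mean inhibition across all tested compounds plus 3 SD, cut at about 9.9% in these data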;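 note: uninfected addAB+ strain grown without phage in ampicillin broth; 0% = DMSO wells and 100% = ciprofloxacin 0.95 µg/ml wells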
* hit, by the source's call; nt = no result given; & = joins results of further samples. Random draw from the library; overall some 2.2% were active at least once.

Every second line gives: OPRM1-OPRD1 inv	Tat transport	MOR-DOR ag	AddAB inh	SUMO Mot1 rescue	PKA-R1A act	PfHsp90 set2	HTR5A inv ctr	phage Ecoli inh	PKA-R2B activ	E coli growth
> Cc1ccc(CN2C(=O)C(C)Nc3ncnc(N4CCOCC4)c32)cc1 (stereo unspecified)
→ 13	0	-2.9	2.4	38	-8	-9	-35	1.2	-18	1.6
> OC(c1ccccc1)C(CN1CCOCC1)c1ccccc1 (stereo unspecified)
→ 15	0	-2.9	1.9	-2	-4	-7	11	0.3	-2	-1.3
> CC(=O)c1cnc2c(-c3ccc(Cl)cc3)cnn2c1C
→ -11	-7	1.9	0.5	11	7	-4	-46	3.5	0	0.8
> O=C(CSc1ccc(Cl)cc1Cl)N1CCC(c2nc3ccccc3s2)CC1
→ 11	3	-2.6	2.0	82	-5	-47	-14	-0.6	-16	-1.3
> Cc1cn(CC(=O)NCC(c2ccccc2)c2ccccc2)c(=O)[nH]c1=O
→ 7	1	-1.6	nt	nt	-4	19	13	1.8	-3	nt
> FC(F)(F)c1cccc(OCCOCCn2cncn2)c1
→ -9	-7	1.6	-0.2	69	-6	-6	-41	0.3	-4	-1.1
> Cn1c(=O)cc(OCC(=O)N2CCC(N3CCCCC3)CC2)c2ccccc21
→ 4	1	-0.8	1.3	-2	-12	12	-23	4.7	-5	1.9
> COc1ccccc1-c1cc2nc(C)c(CCC(=O)NCc3ccco3)c(C)n2n1
→ 11	2	-2.0	-0.2	-13	-5	15	2	1.0	-8	-0.3
> O=C(c1ccc(=O)[nH]n1)N1CCN(S(=O)(=O)c2ccc(C(F)(F)F)cc2)CC1
→ 5	3	-1.2	3.4	53	0	31	-8	1.0	-5	-1.2
> CCN(CC)S(=O)(=O)c1ccc(N2CC(C(=O)NCc3cccnc3)CC2=O)cc1 (stereo unspecified)
→ 21	0	-3.9	3.3	2	3	-2	1	-1.2	-6	-1.4
> O=S1(=O)N=C(N2CCN(Cc3ccc4c(c3)OCO4)CC2)c2ccccc21
→ 6	-13	-1.0	0.4	-13	-3	-21	-4	3.4	5	1.4
> O=c1cc(-c2ccccc2)c2cc(Cl)c(O)c(CN3CCOCC3)c2o1
→ 14	-6	-2.6	-0.1	4	-6	3	3	2.6	-2	0.7
> CCN(Cc1ccccc1)C(=O)CSc1n[nH]c(N)n1
→ 16	1	-3.0	2.8	-10	0	9	-13	0.4	-7	1.6
> O=C(CSc1nnnn1CCCO)Nc1ccc2c(c1)OCO2
→ 4	-2	-0.8	-0.7	5	-4	12	-16	1.8	9	-2.2
> Cc1ccc(S(=O)(=O)Nc2ccc(F)cc2)cc1C(=O)N1CCOCC1
→ 16	11	-3.1	0.0	-4	3	nt	8	1.8	0	-0.2
> CC(C)(C)NC(=S)NC(=O)C12CCC3CC(CC(C3)C1)C2
→ 14	3	-2.2	2.6	107	-9	-3	19	3.2	-6	1.5
> COC(=O)C1=C(C)C(c2ccc(OC)cc2)NC(=S)N1 (stereo unspecified)
→ -1	-2	0.2	3.4	4	-7	nt	1	2.9	-14	-1.4
> O=C(NCC(=O)N1CCN(S(=O)(=O)c2ccccc2F)CC1)c1ccc2c(c1)OCO2
→ 12	-5	-2.2	1.9	-24	8	nt	-31	3.5	-6	3.0
> NC(=O)c1ccsc1NC(=O)CCS(=O)(=O)c1ccccc1
→ -2	2	0.4	1.0	-11	-8	31	6	3.2	-4	0.9
> CCOC(=O)c1c(C)[nH]c(O)c1C=Nc1ccc(C(F)(F)F)cc1
→ -65	-1	13	0.0	27	-6	73	-50	2.8	-9	-0.7
> CCOC(=O)C1CCCN(C(=O)C2CCN(S(=O)(=O)c3c(C)noc3/C=C/c3ccccc3F)CC2)C1 (stereo unspecified)
→ -15	12	2.9	-0.5	-23	-9	0	-26	0.4	4	-1.1
> Nc1cc(S(=O)(=O)N2CCCCC2)ccc1N1CCCCC1
→ -10	3	2.5	0.3	18	-2	3	13	1.9	-2	0.3
> Cc1ccc(N(CCC#N)C(=O)COC(=O)c2cc(C)oc2C)cc1
→ 14	-7	-3.4	0.7	-4	-8	19	4	0.4	-4	-2.1
> Cc1ccc(-c2nc(CN(C)C)cc(CN(C)C)c2O)cc1
→ -14	-11	2.3	-0.5	5	8	14	-32	-0.5	7	-1.4
> CC(=O)c1ccccc1C(=O)N(C)C1CCCN(Cc2ccccc2F)C1 (stereo unspecified)
→ -14	-5	2.8	2.7	54	-18	12	5	1.5	-6	-1.6
> COc1ccc(OC)c(NC(=O)NNC(=O)c2cc3occc3[nH]2)c1
→ 11	5	-2.2	0.6	-10	8	-5	7	-2.0	1	1.4
> CCOC(=O)C1=C(C)NC(=O)NC1c1cc2c(cc1Br)OCO2 (stereo unspecified)
→ 14	-9	-2.6	1.9	-8	9	18	-1	-0.5	1	0.2
> C/C(=N/NC(=O)CCC(=O)Nc1ccc(Br)cc1)c1ccc(Br)cc1
→ 5	5	-1.1	-0.5	-14	13	0	20	3.2	-2	-0.5
> O=C1N=c2ccccc2=C1c1sc(NS(=O)(=O)Cc2ccccc2)nc1O
→ 3	4	-0.7	-0.8	-8	12	-16	-14	-0.8	6	-0.6
> Cc1ccccc1NC(=S)NCc1cccn1C
→ 7	-5	-1.3	-0.2	12	6	-10	-14	2.8	7	0.6
> COCc1ccc(C(=O)N2CCCC(N(C)Cc3ccccc3)C2)s1 (stereo unspecified)
→ 8	10	-1.4	-0.6	-8	1	7	-4	1.3	2	1.2
> c1cnc2ccc(C(c3nnnn3C3CCCC3)N3CCN(c4nc5ccccc5s4)CC3)cc2c1 (stereo unspecified)
→ 15	-6	-3.5	3.4	-8	2	-24	-30	0.0	12	0.2
> CNc1nccc(-c2ccc(F)cc2)c1C#N
→ 2	-4	-0.4	-1.2	-6	2	52	3	2.8	-6	0.2
> CC1(C)Cc2cccc(OCC(=O)Nc3cc(C(F)(F)F)ccc3N3CCOCC3)c2O1
→ -4	9	0.6	0.7	0	-1	-7	18	3.3	-6	-1.6
> NS(=O)(=O)c1ccc(CCNC(=O)CSc2nc3ccsc3c(=O)n2CC2CCC(C(=O)O)CC2)cc1 (stereo unspecified)
→ 8	-1	-1.4	0.8	-13	-4	5	9	1.8	-4	3.2
> CCNC(=O)Nc1ccc(S(=O)(=O)Nc2cnc(C)nc2C)cc1
→ 11	-15	-1.7	4.1	-22	-6	2	-13	0.0	4	-1.4
> NC(=O)c1c(C(F)(F)F)cc(-c2ccccc2)nc1NCCO
→ 8	-4	-1.4	-2.6	10	6	12	-26	2.9	-5	-1.4
> O=C(Nc1cccc(Cl)c1)c1ccc2c(=O)n3c(nc2c1)CCCCC3
→ -57	-2	11	nt	nt	-9	3	5	3.7	-10	nt
> N#C/C(C(=O)NCc1ccccc1)=C1/N=C(NC(=O)c2ccco2)c2ccccc21
→ 16	-5	-3.1	0.0	-21	-3	5	-16	4.1	2	-0.1
> O=[N+]([O-])c1ccccc1CSc1nnc2ccccn12
→ 10	-8	-2.0	1.3	25	-3	-63	5	2.7	7	3.7
> NC(=O)c1nnn(-c2nonc2N)c1-c1ccc([N+](=O)[O-])cc1
→ 0	17	0.0	5.9	-15	-12	-24	-4	2.6	-14	3.0
> CC(Nc1ccc2c(c1)OCCO2)C(=O)N1CCc2ccccc21 (stereo unspecified)
→ 15	-1	-2.7	0.0	-9	-3	16	2	3.6	-5	0.9
> CCc1ccc(NC(=O)c2sc3nc4n(c(=O)c3c2C)CCC4)cc1
→ 11	-6	-2.0	4.4	-2	-13	15	7	2.5	-8	1.6
> CCCCNC(=O)COC(=O)c1ccc(C)c(NC(=O)c2ccco2)c1
→ 2	3	-0.5	-0.3	0	-20	-6	15	5.8	-1	-0.3
> O=C(c1cccs1)N1N=C(c2ccccc2)CC1c1ccccc1O (stereo unspecified)
→ -44	0	8.6	4.7	367	9	-18	-26	4.0	-5	2.4
> CN(C)c1ccc(C#Cc2ccc3cc(CCO)oc(=O)c3c2)cc1
→ -3	-6	0.5	-0.7	5	5	-66	8	nt	-14	-0.8
> CN1CCN(C(=S)Nc2ccc(Cl)c(Cl)c2)CC1
→ 2	-10	-0.5	2.8	21	13	36	19	0.6	4	1.1
> CC1CCN(C(=O)COC(=O)c2cc(S(=O)(=O)N3CCOCC3)ccc2Cl)CC1
→ -3	0	0.4	-0.2	-17	-3	16	24	1.8	2	0.6
> COCCN1Cc2cccc(C(=O)NCc3cccnc3)c2C1=O
→ 10	1	-1.9	-2.7	-4	-13	-10	-6	2.6	-3	0.2
> COc1cccc(OCCNS(=O)(=O)c2cccc([N+](=O)[O-])c2)c1
→ -9	-5	1.8	2.4	-9	7	-19	14	3.0	-13	1.0
> CCN(C(=O)CN1C(=S)NC(C)(C)CC1C)c1ccc(C)c(C)c1 (stereo unspecified)
→ 12	-11	-2.7	5.8	-20	-10	-1	-5	0.3	4	1.1
> O=c1[nH]c(COc2ccccc2)nc2ccccc12
→ 13	-4	-2.7	0.2	3	3	-5	20	2.5	-3	-0.9
> OC12CCCCC1C(c1ccc3c(c1)OCO3)N(Cc1cccc(F)c1)CC2 (stereo unspecified)
→ -1	1&1	0.2	nt	16	3	-5	7	2.8	8	nt
> CC1CC1C(=O)OCC(=O)NCc1ccccc1 (stereo unspecified)
→ 6	-5	-1.6	2.9	17	-1	0	18	4.2	-5	-0.3
> CCc1ccc(OCCOCCN2CCN(C)CC2)cc1
→ 9	-2	-1.7	-0.5	8	-6	-16	0	2.4	2	-1.1
> Cc1ccc(S(=O)(=O)CCSc2nc(C)cc(C(F)(F)F)c2C#N)cc1
→ 5	-4	-1.0	-1.7	88	-8	10	-6	-1.3	-3	-1.4
> CC(=O)c1c(C)[nH]c(C(=O)OCC(=O)N(Cc2ccccc2)C(C)(C)C)c1C
→ 4	2	-0.6	nt	nt	-2	nt	7	-0.5	9	nt
> COc1cccc(OC)c1C(=O)NC(=S)N1CCCCC1c1cccnc1 (stereo unspecified)
→ 15	-6	-3.0	0.5	126	-9	-14	13	2.3	1	-1.5

Bioassay records: PubChem, several laboratories
